KB-3-1 tox: KB-3-1 parental cell cytotoxicity. KB-3-1 viability, CellTiter-Glo ATP luminescence, 72 h. Potency, µM (doses to about 46.1 µM), for the others: top-dose activity change, negative = cytotoxic, usual class: cytotoxic. 400,000 compounds, 1.4% hits; also: potency is read from the fitted curve at half-maximal effect; % is scaled to controls: 0 for no effect and ±100 for the full control effect; nearly all actives have a fitted effect of over 60% in size
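Multi-concentration cytotoxicity screen in KB-3-1 cells grown in DMEM lacking phenol red with 10% FBS. After 72 h at 37 °C with compound, ATP-dependent luminescence was recorded.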
ATXN2 expr inh: reduces ATXN2 reporter expression in HEK-293 cells. HEK-293 ATXN2-luciferase reporter, luminescence, 24 h. Potency, µM (top dose mostly 57 µM), for inactives: top-dose activity change, negative = inhibition, most hits filed as inhibitors. 360,000 compounds, 0.72% hits; also: potency is read from the fitted curve at half-maximal effect; % is scaled to controls: 0 for no effect and ±100 for the full control effect; nearly all actives have a fitted effect of over 55% in size
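qHTS (up to 57 uM final) was run with 24 h compound exposure of reporter cells at 37 °C. Each well was multiplexed: SteadyGlo luminescence measured ATXN2-luciferase expression after a fluorogenic Gly-Phe-AFC viability readout (25 uM final).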
MCF10A rerep: induces DNA re-replication in MCF 10a normal breast cells. MCF 10A DNA re-replication, Hoechst nuclear intensity, 48 h. Potency, µM (series often up to 46.1 µM), for inactives: at the top dose activity, positive = re-replication, most hits filed as activators. 350,000 compounds, 2.9% hits. AID 624296; also: potency is read from the fitted curve at half-maximal effect; % of control where 0% means no effect; nearly all actives have a fitted effect of over 50% in size
ATXN viability: cell viability loss in ATXN counter-screen | S2 cells (HEK-293 line with an ATXN2-luciferase reporter) viability, CellTiter-Fluor protease fluorescence, 24 h | Potency, µM (highest dose often 56.7 µM), most hits filed as cytotoxic | 400,000 compounds, 0.49% hits | AID 651635; also: potency is read from the fitted curve at half-maximal effect; nearly all actives have a fitted effect of over 40% in size
KB-V1 cytotox: KB-V1 MDR subline cytotoxicity; KB-V1 MDR cells viability, CellTiter-Glo, 72 h; Potency, µM (series often up to 46.1 µM), for inactives: at the top dose activity change, negative = cytotoxicity, hits mostly cytotoxic; 400,000 compounds, 3.4% hits; also: potency is read from the fitted curve at half-maximal effect; % is scaled to controls: 0 for no effect and ±100 for the full control effect; nearly all actives have a fitted effect of over 60% in size
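Cells of the MDR subline KB-V1 are plated, dosed with compound at multiple concentrations, and incubated 72 h at 37 degrees C; CellTiter-Glo is then added and luminescence read after 10 min.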
HT1080 IDH1KD tx: kills HT-1080 cells with IDH1 knockdown; HT-1080 IDH1 knockdown viability, ATP luminescence, 48 h; Potency, µM (titrated, usually from 46.1 µM), for inactives: at the highest dose activity, negative = toxicity, usual class: cytotoxic; AID 686971; 360,000 compounds, 2% hits;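 also: potency is read from the fitted curve at half-maximal effect; 0% = DMSO wells and -100% = cell-free medium wells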
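Using the IDH1-knockdown HT-1080 line run in the same batch and compound series as the NT line, viability after 48 h at 37 °C was determined by CellTiter-Glo luminescence and expressed as % activity.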
IL-1B inflam inh: inflammasome signaling inhibition, IL-1 beta readout | THP-1 LPS/ATP IL-1B secretion, AlphaLISA, 16 h; stronger effect = lower value | activity change, % at 57.5 µM | 360,000 compounds, 4.7% hits | AID 743279; in the data active = activity change below about -50%; inconclusive = mostly about -30% to -49%; also: % is scaled to controls: 0 for no effect and ±100 for the full control effect
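THP-1 cells pretreated 1 hr with compounds (up to 57.5 uM final), then stimulated with LPS (250 ng/mL final) plus ATP (1.25 mM final); secreted IL-1B measured by AlphaLISA after 16 hr, decreased signal indicating inhibition.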
HT1080-NT tox: kills 2HG-producing HT-1080-NT fibrosarcoma cells | HT-1080-NT fibrosarcoma viability, CellTiter-Glo ATP luminescence, 48 h | Potency, µM (series often up to 46.1 µM), for the others: top-dose activity, negative = less viability, most hits filed as cytotoxic | 360,000 compounds, 1.6% hits | AID 686970;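 also: NT is the 2HG producing partner of a matched IDH1 knockdown line; potency is read from the fitted curve at half-maximal effect; 0% = DMSO-treated cells and -100% = media-only wells without cells; nearly all actives have a fitted effect of over 55% in size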
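HT-1080-NT; 750 cells/well; 5% FBS RPMI; 48 h compound, 37 degrees C; CellTiter-Glo luminescence; curve fitting and curve-class assignment.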
SW480 rerep: inducers of DNA re-replication in SW480 colon cancer cells; SW480 DNA re-replication, Hoechst DNA content imaging, 48 h; 340,000 compounds, 1.8% hits; Potency, µM (series often up to 46.1 µM), inactives show top-dose re-replication activation, most hits filed as activators; also: potency is read from the fitted curve at half-maximal effect; % of control where 0% means no effect; nearly all actives have a fitted effect of over 55% in size
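Readout is total intensity of Hoechst-stained nuclei, excited at 405 nm and collected at 500-530 nm. Compound treatment lasted 48 hr at 37 C in 5% CO2 before staining.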
An asterisk follows results filed as active; i = inactive; ? = inconclusive; nt = no result given; & = joins results of further samples; [ ] = remark or other dose. Unless noted, calls follow the shape of the dose curve; as a rule, active = well fitted curve in the direction sought with a large enough effect; inconclusive = small, poorly fitted or top-dose-only effect, or another doubt; inactive = no such curve, though single readings can be large; an effect the other way counts as inactive or inconclusive.

1) CC(=O)N1CCN(C(=O)c2ccc(NS(=O)(=O)c3ccc4c(c3)OCCO4)cc2)CC1
2) O=C(c1ccco1)N1CCN(C(=O)c2[nH]ncc2[N+](=O)[O-])CC1
3) COc1ccccc1-c1nnc(SCC(=O)N2CCCC2)o1
4) Cc1ccc(SCC(=O)NCCN2C(=O)CSC2=O)c(C)c1
5) O=S(=O)(Cc1nnnn1-c1ccc(Br)cc1)c1ccc(F)cc1
6) CCCCSc1cc(C)nc(N)n1
compound no.	1	2	3	4	5	6
KB-3-1 tox	6%	0%	3%	0%	nt	0%
ATXN2 expr inh	4%	5%	23%	-8%	-10%	1%
MCF10A rerep	-4%	20%	-6%	-2%	1%	0%
ATXN viability	i	i	?	i	i	i
KB-V1 cytotox	?	2%	-10%	0%	nt	9%
HT1080 IDH1KD tx	8%	-5%	-9%	8%	-15%	7%
IL-1B inflam inh	15	4	21	-11	12	-12
HT1080-NT tox	1%	-2%	4%	3%	4%	2%
SW480 rerep	-3%	-4%	-6%	-17%	4%	2%

7) COc1cc(/C=C2\SC(=O)N(Cc3ccc(F)cc3)C2=O)cc([N+](=O)[O-])c1O
8) CCNc1nc(N)nc(Oc2ccc(OCc3ccccc3)nn2)n1
9) Cc1ccc(S(=O)(=O)c2nnn3c2nc(N2CCOCC2)c2ccccc23)c(C)c1
10) CNC(=O)C(=O)N/N=C/c1ccc(Br)cc1
11) O=c1ccc(-c2ccc([N+](=O)[O-])cc2)nn1-c1ccccc1
12) CN(C)c1nc(N)nc(-c2ccco2)n1
compound no.	7	8	9	10	11	12
KB-3-1 tox	-10%	6%	-10%	1%	16%	0%
ATXN2 expr inh	2%	7%	nt	nt	-26%[11.3 µM]	3%
MCF10A rerep	-7%	-4%	4%	-1%	-7%	1%
ATXN viability	i	i	i	i	i	i
KB-V1 cytotox	-6%	-4%	-14%	0%	-1%	0%
HT1080 IDH1KD tx	-2%	9%	-4%	1%	18%	19%
IL-1B inflam inh	44	23	-21	-3	-3	1
HT1080-NT tox	0%	-3%	-1%	4%	22%	11%
SW480 rerep	1%	-9%	-12%	3%	0%	1%

13) CCOC(=O)[C@]12CCC=C1N(Cc1ccc3c(c1)OCO3)C(=O)[C@H](CC(=O)NCc1ccc(OC)c(OC)c1)C2
14) O=C(Nc1ccncc1)c1cccs1
15) COc1ccccc1N1CCN(S(=O)(=O)CCNC(=O)C23CC4CC(CC(C4)C2)C3)CC1
16) COc1ccc(Cl)cc1NC(=O)CN1CCN(S(=O)(=O)c2ccc(F)cc2)CC1
17) CCOc1ccc(NC(=O)CN2C(=O)C(C)SC(C)C2=O)cc1 (stereo unspecified)
18) Cc1ccc(CNC(=O)C2CCC(=O)N(Cc3ccccc3F)C2)s1 (stereo unspecified)
compound no.	13	14	15	16	17	18
KB-3-1 tox	1%	8%	?	2%	-3%	-1%
ATXN2 expr inh	9%	8%	nt	-6%	-14%	25%
MCF10A rerep	nt	-5%	?	4%	0%	29%
ATXN viability	?	i	?	i	i	i
KB-V1 cytotox	-30%	2%	4%	-21%	0%	0%
HT1080 IDH1KD tx	1%	8%	-26%	7%	21%	-7%
IL-1B inflam inh	-20	?	-6	-4	-4	-9
HT1080-NT tox	-2%	-4%	?	2%	19%	?
SW480 rerep	nt	3%	0%	-26%	-1%	?

Structures from the list above with bromine (2):
5) O=S(=O)(Cc1nnnn1-c1ccc(Br)cc1)c1ccc(F)cc1
10) CNC(=O)C(=O)N/N=C/c1ccc(Br)cc1
compound no.	5	10
KB-3-1 tox	nt	1%
ATXN2 expr inh	-10%	nt
MCF10A rerep	1%	-1%
ATXN viability	i	i
KB-V1 cytotox	nt	0%
HT1080 IDH1KD tx	-15%	1%
IL-1B inflam inh	12	-3
HT1080-NT tox	4%	4%
SW480 rerep	4%	3%

Next results:
19) COCCN(C(=O)c1c(C)noc1C)c1c(N)n(CC(C)C)c(=O)[nH]c1=O
20) O=C(Cc1cccs1)N/N=C/C=C/c1ccccc1
21) CC(C)c1ccc(NC(=O)C2=CC=CN3CCS(=O)(=O)N=C23)cc1
22) COc1cccc(CNC(=O)c2ccc3c(c2)nnn3C2CCCC2)c1
23) Cc1ccc(S(=O)(=O)N2CCC(C(=O)NNS(=O)(=O)c3ccc(Cl)cc3)CC2)cc1
24) CC(Sc1n[nH]c(N)n1)C(=O)NC1CCCCC1C (stereo unspecified)
compound no.	19	20	21	22	23	24
KB-3-1 tox	0%	0%	1%	-8%	-8%	4%
ATXN2 expr inh	0%	1%	18%	2%	-3%	15%
MCF10A rerep	-4%	6%	0%	nt	2%	9%
ATXN viability	i	i	i	i	i	i
KB-V1 cytotox	-3%	-2%	2%	16%	12%	?
HT1080 IDH1KD tx	6%	0%	9%	nt	-6%	6%
IL-1B inflam inh	17	23	1	nt	-18	10
HT1080-NT tox	7%	-7%	11%	nt	-10%	19%
SW480 rerep	-9%	-3%	-2%	nt	1%	-8%

25) CCCN(C(=O)COC(=O)CCOc1ccccc1C)c1c(N)n(Cc2ccccc2)c(=O)[nH]c1=O
26) Cc1noc(C)c1COc1ccc(CC(=O)NCCc2ccccc2)cc1
27) COC(=O)c1sc(-c2ccc(C(C)(C)C)cc2)cc1NC(=O)COCC(=O)O
28) COc1cccc2[nH]c(C(=O)NCc3ccccc3)cc12
29) CCc1ccccc1NC(=O)c1cc([N+](=O)[O-])ccc1N1CCOCC1
30) CC(=O)Nc1ccccc1C(=O)C(=O)Nc1cccc(C(=O)NCc2ccccc2)c1
compound no.	25	26	27	28	29	30
KB-3-1 tox	10%	-14%	-2%	-5%	13%	1%
ATXN2 expr inh	-19%	-5%	-5%	-16%	0%	3%
MCF10A rerep	20%	3%	21µM*	-15%	?	0%
ATXN viability	i	i	?	i	i	i
KB-V1 cytotox	1%	?	3%	22%	0%	3%
HT1080 IDH1KD tx	10%	3%	21µM*	2%	7%	0%
IL-1B inflam inh	25	37	nt	-22	26	29
HT1080-NT tox	-7%	3%	16µM*	-16%	19%	0%
SW480 rerep	-6%	-4%	-4%	-7%	1%	-2%

31) CC(CNS(=O)(=O)c1ccc2c(c1)CC(=O)N2C)c1ccccc1 (stereo unspecified)
32) Cc1ccc(Nc2nnc(-c3ccc(C)c(S(=O)(=O)N4CCOCC4)c3)c3ccccc23)cc1
33) COc1ccc(C2=NOC(Cn3nc(C(=O)NCc4ccc(C)cc4)cc3-c3ccccc3)C2)cc1 (stereo unspecified)
34) CCC(=O)N(Cc1cc(=O)[nH]c2ccccc12)c1ccccc1OC
35) Cc1cc(C)c(S(=O)(=O)Nc2ncn[nH]2)c(C)c1
36) Cc1nc2ncnn2c(C)c1CCC(=O)NCc1ccccc1Cl
compound no.	31	32	33	34	35	36
KB-3-1 tox	2%&0%	-20%	-10%	0%	0%	0%
ATXN2 expr inh	-5%&2%	7%	-17%	-13%	-3%	2%
MCF10A rerep	5%	nt	?	-4%	-2%	nt
ATXN viability	i	i	?	i	i	i
KB-V1 cytotox	?	1%	-4%	-12%	?	?
HT1080 IDH1KD tx	-10%	nt	-2%	-3%	7%	nt
IL-1B inflam inh	7	nt	-9	48	10	nt
HT1080-NT tox	0%	nt	-10%	-6%	7%	nt
SW480 rerep	-44%[inhibitor]	nt	13%	10%	0%	nt

37) O=C(NCC(NS(=O)(=O)OCC(Cl)(Cl)Cl)c1ccccc1)C(F)(F)F (stereo unspecified)
38) CN(C)CCNc1ncnc2c1ncn2[C@H]1CN(Cc2ccncc2)C[C@@H](CO)O1
39) CC1=C(C(=O)N2CCCCCC2)CC(CC(=O)NCCc2ccccn2)C(=O)N1Cc1ccc(F)cc1 (stereo unspecified)
40) CN(Cc1c(C(=O)N(C)Cc2ccccc2)nc2ccccn12)CC1Cc2ccccc2O1 (stereo unspecified)
41) CCOC(=O)C1CCN(C(=O)COc2cccc3ccccc23)CC1
42) O=C(Nc1ccccc1)OC1CC2CC1C1CCCC21 (stereo unspecified)
compound no.	37	38	39	40	41	42
KB-3-1 tox	3%	0%	6%	2%	-3%	6%
ATXN2 expr inh	-1%	12%	6%	?	18%	124%[activator]
MCF10A rerep	-27%	nt	nt	?	10%	?
ATXN viability	i	i	i	i	i	i
KB-V1 cytotox	0%	24%	-13%	?	1%	11%
HT1080 IDH1KD tx	-4%	0%	8%	-3%	-15%	3%
IL-1B inflam inh	36	21	20	1	22	-17
HT1080-NT tox	-3%	17%	14%	0%	-7%	1%
SW480 rerep	-4%	nt	nt	-13%	-25%	3%[1.84 µM]

43) CCN(CC)C(=O)N1CCN(S(=O)(=O)c2ccc(C)cc2)CC1
44) COc1ccc(C(=O)OCCCOC(=O)c2ccc(OC)cc2OC)c(OC)c1
45) CC(NC(=O)c1cc2cc(Br)ccc2oc1=N)c1ccccc1 (stereo unspecified)
46) O=C(Nc1cccc(Oc2ccccc2)c1)C1Cc2c(-c3ccco3)ccnc2O1 (stereo unspecified)
47) CN(Cc1cccc(Cl)c1)C(=O)C1CCC(=O)N(C2CC2)C1 (stereo unspecified)
48) CCn1c(CC(=O)Nc2ccccc2)nnc1SCC(=O)Nc1nncs1
49) C=CCn1c(SCc2c(F)cccc2Cl)nnc1-c1ccco1
compound no.	43	44	45	46	47	48	49
KB-3-1 tox	11%	2%	nt	-12%	2%	?	-12%
ATXN2 expr inh	3%	1%	-2%	-15%	nt	19%	5%
MCF10A rerep	23%	10%	?	nt	12%	19%	12%
ATXN viability	i	i	i	i	i	i	i
KB-V1 cytotox	-4%	?	nt	?	-6%	3%	0%
HT1080 IDH1KD tx	11%	10%	1%	-14%	4%	1%	8%
IL-1B inflam inh	15	8	-51*	?	0	20	-26
HT1080-NT tox	2%	11%	2%	-1%	4%	9%	17%
SW480 rerep	-4%	-1%	-1%	nt	15%	-14%	-1%
